Screening results (PubChem)
TEAD-YAP block: TEAD-YAP interaction inhibition | 640,000 tested, 1.4% active | inhibition, % at 9.12 µM | HEK-TIYL cells, TEAD-Gal4/YAP UAS-luciferase luminescence; in the data active = inhibition above about 32%;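 also: 0% = median of test compound wells and 100% = reference inhibitor wells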
MITF primary: inhibitors of human MITF; O75030; AlphaScreen MITF homodimerization, bead proximity signal; inhibition, % at 2.6 µM; 650,000 tested, 0.91% active; in the data active = inhibition above about 50%;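 also: 0% = vehicle wells with protein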
GPR151 ag: activates the human receptor GPR151. 650,000 tested, 1% active. PathHunter beta-arrestin GPR151 cells, luminescence. activation, % at 11.2 µM; in the data active = activation above about 4.9%;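 also: 0% = median of compound wells and 100% = cells with positive control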
Target sequence (Q8TDV0 whole entry, looked up): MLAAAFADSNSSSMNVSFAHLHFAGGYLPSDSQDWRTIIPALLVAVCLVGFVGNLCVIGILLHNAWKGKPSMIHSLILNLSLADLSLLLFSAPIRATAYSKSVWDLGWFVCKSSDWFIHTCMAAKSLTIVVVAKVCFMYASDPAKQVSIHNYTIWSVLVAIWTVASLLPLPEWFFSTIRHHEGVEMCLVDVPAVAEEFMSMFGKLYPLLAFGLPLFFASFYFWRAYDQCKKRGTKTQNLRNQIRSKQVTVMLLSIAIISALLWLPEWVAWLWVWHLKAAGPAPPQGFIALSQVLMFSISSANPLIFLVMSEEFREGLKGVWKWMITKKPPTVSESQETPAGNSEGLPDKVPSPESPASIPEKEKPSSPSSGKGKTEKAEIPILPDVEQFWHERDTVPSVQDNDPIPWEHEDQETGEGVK
FBW7 activator: human FBW7 E3 ligase activation, primary screen. Q969H0. AlphaScreen FBW7–phospho-cyclin E peptide binding, activator screen. normalized activity (activation), % at 26.1 µM. 650,000 tested, 0.13% active; in the data active = normalized activity above about 1.9%;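 also: purified mutant Fbw7 with reduced substrate affinity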
Target sequence (Q969H0 whole entry, looked up): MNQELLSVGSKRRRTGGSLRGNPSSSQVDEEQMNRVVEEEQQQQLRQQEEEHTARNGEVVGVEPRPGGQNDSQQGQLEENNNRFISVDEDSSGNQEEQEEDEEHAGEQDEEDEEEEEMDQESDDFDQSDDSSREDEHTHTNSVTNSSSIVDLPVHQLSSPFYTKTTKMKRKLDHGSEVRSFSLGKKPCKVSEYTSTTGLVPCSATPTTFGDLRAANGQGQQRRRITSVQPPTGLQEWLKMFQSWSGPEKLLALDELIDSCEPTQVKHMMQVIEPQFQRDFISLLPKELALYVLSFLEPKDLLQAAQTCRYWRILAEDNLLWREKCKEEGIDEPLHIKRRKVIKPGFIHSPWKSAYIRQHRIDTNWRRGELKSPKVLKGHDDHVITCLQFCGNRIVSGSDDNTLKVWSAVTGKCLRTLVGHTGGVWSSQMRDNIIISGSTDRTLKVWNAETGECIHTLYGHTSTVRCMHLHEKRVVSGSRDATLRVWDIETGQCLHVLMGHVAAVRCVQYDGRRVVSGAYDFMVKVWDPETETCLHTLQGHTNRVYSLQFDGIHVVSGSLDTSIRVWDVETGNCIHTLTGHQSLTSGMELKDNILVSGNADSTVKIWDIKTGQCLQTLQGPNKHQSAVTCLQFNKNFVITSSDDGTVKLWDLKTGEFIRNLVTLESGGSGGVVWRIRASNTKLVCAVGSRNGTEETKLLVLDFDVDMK
Active calls of the source: *.

SMILES | TEAD-YAP block | FBW7 activator | MITF primary | GPR151 ag
Cc1cc2c(o1)-c1c(oc3ccc(Cl)cc13)CCC2C (stereo not given) | 12 | -0.1 | 3 | 0.8
Cc1c(C(=O)NC(=S)NCc2cccnc2)oc2ccccc12 | -15 | 0.1 | 7 | 3.8
CCOc1ccc(N2CC(O)(c3cccc([N+](=O)[O-])c3)[N+]3=C2SCCC3)cc1 (stereo not given) | -1 | -0.1 | -1 | 0.0
COc1ccc(SCc2n[nH]c(=S)n2-c2ccccc2)cc1 | 8 | 0.0 | 18 | 0.7
O=[N+]([O-])c1ccc(Cl)cc1CN1CCCC1 | 4 | 1.0 | 19 | 0.0
COc1ccccc1-n1c(CNC(=O)c2ccc(S(=O)(=O)N(C)C)cc2)nnc1SCC(=O)Nc1cc(C)ccc1C | 0 | -0.1 | 14 | 0.0
CC(=O)NCCCCCc1nc2ccccc2[nH]1 | -6 | -0.1 | -8 | 2.4
CCn1ncc(C(=O)N2CCC(c3[nH]ncc3-c3ccncc3)CC2)c1C | 9 | 0.0 | -2 | -1.3
O=C(Nc1cc(=O)[nH]c(=O)[nH]1)c1cc(Cl)ccc1[N+](=O)[O-] | 11 | -0.2 | -4 | -2.1
CCc1ccc(S(=O)(=O)N2CCN(S(=O)(=O)c3ccc(CC)cc3)C(C)C2)cc1 (stereo not given) | -3 | -0.1 | -2 | 0.5

Other results follow:
SMILES | TEAD-YAP block | FBW7 activator | MITF primary | GPR151 ag
CCN(C(=O)c1ccc(N2CC3CC(C2)c2cccc(=O)n2C3)c(NC(=O)c2cccc(C(F)(F)F)c2)c1)c1cccc(C)c1 (stereo not given) | 2 | 0.1 | -10 | -1.1
CC12c3ccccc3C(c3ccccc31)C1C(=O)N(c3cccc(C(=O)O)c3)C(=O)C12 (stereo not given) | 2 | 0.5 | 3 | -0.2
Nc1ccc(N=Cc2cc(Cl)cc(Cl)c2O)c([N+](=O)[O-])c1 | 1 | -0.4 | 4 | 0.3
O=C(O)c1cccnc1Oc1ccc(F)cc1 | -9 | 0.0 | 1 | -1.4
COc1ccc(S(=O)(=O)N(CC(=O)Nc2c(C)n(C)n(-c3ccccc3)c2=O)c2ccc(Cl)cc2)cc1 | 0 | -0.1 | -4 | 1.1
O=C(NC1CCCCCC1)C(=O)N1CCCCC1 | -5 | -0.1 | -17 | 1.1
CN(C)S(=O)(=O)c1cccc(NC(=S)N/N=C/c2ccc(OC(F)F)cc2)c1 | -6 | 0.0 | 2 | 0.5
CC(C)(C)c1cc(C(=O)NCCN2CCOCC2)cc(C(C)(C)C)c1 | -3 | -0.1 | -1 | -0.9
CCN1CCN(c2ccc(NC(=O)c3ccc(OC(C)C)cc3)cc2)CC1 | -3 | 0.0 | -1 | -0.1
Cc1cc(C(=O)N2CCN(C3=NS(=O)(=O)c4ccccc43)CC2)ccc1[N+](=O)[O-] | -1 | -0.1 | -8 | 1.9

Among those listed so far, 5 have a Cl atom.
SMILES | TEAD-YAP block | FBW7 activator | MITF primary | GPR151 ag
Cc1cc2c(o1)-c1c(oc3ccc(Cl)cc13)CCC2C (stereo not given) | 12 | -0.1 | 3 | 0.8
O=[N+]([O-])c1ccc(Cl)cc1CN1CCCC1 | 4 | 1.0 | 19 | 0.0
O=C(Nc1cc(=O)[nH]c(=O)[nH]1)c1cc(Cl)ccc1[N+](=O)[O-] | 11 | -0.2 | -4 | -2.1
Nc1ccc(N=Cc2cc(Cl)cc(Cl)c2O)c([N+](=O)[O-])c1 | 1 | -0.4 | 4 | 0.3
COc1ccc(S(=O)(=O)N(CC(=O)Nc2c(C)n(C)n(-c3ccccc3)c2=O)c2ccc(Cl)cc2)cc1 | 0 | -0.1 | -4 | 1.1

Continuation:
SMILES | TEAD-YAP block | FBW7 activator | MITF primary | GPR151 ag
COc1ccc(CCNC(=O)c2cccc(-c3cccs3)c2)cc1 | -6 | 0.2 | 13 | -1.5
CC1CCN(S(=O)(=O)c2ccc(N3C(=O)c4ccccc4C3=O)c3ccccc23)CC1 | 1 | -0.2 | 2 | 0.4
O=C(NCCSCc1ccco1)c1ccc(Cl)c([N+](=O)[O-])c1 | -6 | 0.0 | -16 | 0.9
Cc1nc2ccc(C(=O)NC3CCN(Cc4ccccc4)CC3)cc2[nH]1 | 3 | -0.2 | -11 | 1.7
O=C(NCc1cccnc1)C1CCN(c2ccc(Nc3nccc4ccccc34)nn2)CC1 | -33 | -0.2 | 8 | 0.9
O=C(Nc1ccc(C23CC4CC(CC(O)(C4)C2)C3)cc1)c1ccc(S(=O)(=O)N2CCCC2)cc1 | 1 | 0.0 | -1 | -1.1
O=C(NC1CC1)[C@H]1C=CCN1C(=O)c1cccs1 | -11 | 0.1 | 2 | -1.0
COc1ccc(CN2CCC(C(=O)c3ccc4c(c3)OCCO4)CC2)cc1 | 15 | 0.2 | -5 | 1.0
COc1cc(Br)cc2cc3c(=O)n(-c4ccccc4)nc-3oc12 | 3 | 0.0 | 13 | 2.7
c1ccc(CN2CCN(c3nc4ccccc4n4cnnc34)CC2)cc1 | -4 | 1.3 | 19 | -0.2

Carrying on:
SMILES | TEAD-YAP block | FBW7 activator | MITF primary | GPR151 ag
COc1ccccc1NC(=O)NC1(C(=O)N2CC(C)CC(C)C2)CCCCC1 (stereo not given) | 6 | 0.1 | 0 | 2.5
CC(C)C(O)(c1ccccc1)c1cc[n+](C)cc1 (stereo not given) | 3 | 0.1 | -6 | 0.6
O=C(Cn1cc2c(n1)CCCCC2)N1CCN(Cc2ccccc2)CC1 | -4 | 0.1 | 0 | 1.3
C=CCNc1nc(Nc2ccc(Cl)cc2)nc(OC)n1 | -11 | -0.1 | 4 | 0.2
Cc1cc(C)nc(SC(=O)N2c3ccccc3Sc3ccccc32)n1 | 9 | 0.0 | 2 | 2.3
N#Cc1ccc(Oc2ccc(S(=O)(=O)N3CCCCC3)cc2[N+](=O)[O-])cc1 | 3 | 0.0 | 10 | -0.7
O=C1CC(c2cccc(Br)c2)c2cc(Br)c3ccccc3c2N1 (stereo not given) | 7 | -0.2 | -2 | 0.6
CCOc1ccccc1CN1CCC(C(=O)NC(C)C)CC1 | 3 | 0.0 | 46 | -0.9
Cc1nc2ccccc2n1C(F)(F)C(F)F | 0 | -0.1 | -10 | 2.1
Cc1cncn(CC(=O)Nc2ccccc2F)c1=O | -5 | 0.1 | 7 | 0.8

(cont.)
SMILES | TEAD-YAP block | FBW7 activator | MITF primary | GPR151 ag
N#CC12C(=O)N=C(N)C1(C#N)C1C=CC2CC1 (stereo not given) | 2 | 0.3 | 8 | -1.0
O=S(=O)(c1ccccc1)N1CCC(c2nnc(-c3ccc(F)cc3)o2)CC1 | -6 | -0.1 | -8 | 0.9
O=C(Nc1ccc(N2CCCCC2)cc1)c1ccc(-c2ccc(F)cc2)o1 | -7 | 0.5 | 33 | -1.0
COc1cc2c(cc1OC)CN(Cc1cccc([N+](=O)[O-])c1)CC2 | -2 | 0.0 | 12 | 8.0*
COc1ccc(CN2CCOc3ccc(C(O)c4cccnc4)cc3C2)c(F)c1 (stereo not given) | -4 | 0.2 | 22 | 0.7
CCCCOc1ccc(-c2nc(C=Nc3cc(Cl)c(Cl)cc3Cl)c(O)o2)cc1 | 17 | 0.1 | 11 | 0.9
Cc1ccc(NC(=O)c2ccc(-n3cnnn3)cc2)c(C)c1 | -4 | 0.3 | 12 | 0.1
O=C(Nc1ccc(-c2nc3ccccc3o2)cc1)C1CCN(C(=O)C2CCCCO2)CC1 (stereo not given) | 0 | 0.4 | 13 | 0.9
O=C(CCN1C(=O)c2cccc3cccc(c23)C1=O)OCCCc1ccncc1 | -3 | -0.2 | 16 | 0.4
COc1ccc(C(=O)Nc2c3c(nn2-c2ccccc2C)CS(=O)C3)cc1 (stereo not given) | 7 | 0.2 | -12 | 1.0

The closing two compounds of the part above come first, to join the parts:
SMILES | TEAD-YAP block | FBW7 activator | MITF primary | GPR151 ag
O=C(CCN1C(=O)c2cccc3cccc(c23)C1=O)OCCCc1ccncc1 | -3 | -0.2 | 16 | 0.4
COc1ccc(C(=O)Nc2c3c(nn2-c2ccccc2C)CS(=O)C3)cc1 (stereo not given) | 7 | 0.2 | -12 | 1.0
C(=C1c2ccccc2-c2ccccc21)c1ccncc1 | -31 | -0.3 | -9 | 0.9
NCCSc1nc(C2CCCCC2)n(-c2ccccc2)n1 | -4 | -0.2 | 9 | 2.5
COC(=O)c1c(C)oc2ccc(OCC(=O)c3ccc(Br)cc3)cc12 | 0 | -0.1 | -3 | -0.3
COc1ccc(C)cc1NC(=O)C12CCC(C)(C(=O)O1)C2(C)C (stereo not given) | 2 | 0.0 | -14 | 0.4
CCCC(C)COC(=O)C1=C(C)NC(=O)NC1c1cc(OC)ccc1OC (stereo not given) | 9 | 0.0 | -5 | 0.7
O=C1OC(c2ccc(Cl)cc2)=N/C1=C\c1ccc(Cl)cc1 | -5 | 0.2 | -10 | -0.4
CC(=O)OCCN1C(=O)c2cccc3cccc(c23)C1=O | 1 | 0.2 | 21 | -0.9
CCSc1nnc(NC(=O)c2ccc(N3C(=O)CCC3=O)cc2)s1 | 9 | -0.1 | 0 | 0.0
COC(=O)C(NS(=O)(=O)c1ccccc1)C(C)C (stereo not given) | 3 | 0.2 | 2 | 0.3
CCN(CC)S(=O)(=O)c1ccc(C(=O)N2CCN=C2SCc2cccnc2)cc1 | -19 | 0.9 | 6 | 0.1

(list continues)
SMILES | TEAD-YAP block | FBW7 activator | MITF primary | GPR151 ag
CC(Cc1ccc2c(c1)OCO2)c1cc(C(=O)N2CCSCC2)on1 (stereo not given) | -64 | 0.0 | 8 | 3.1
CC(C)n1c(Nc2nccc3ccccc23)nc2c(N)ncnc21 | 1 | 0.6 | -4 | -1.9
Cc1noc(C)c1CC1(C)C(=O)Nc2c(Cl)cccc21 (stereo not given) | -2 | -0.1 | 11 | 1.9
CCS(=O)(=O)Nc1cccc(N2CCC(NCCn3nc(C)cc3C)CC2)c1 | 2 | 0.0 | 7 | 1.3
CCOC(=O)c1sc(NC(=O)/C=C/c2cccs2)cc1C | -75 | -0.1 | 2 | 3.8
COc1cccc(CC(=O)Nc2cnc3cnc(-c4ccc(OC)nc4)cn23)c1 | -7 | 0.2 | 15 | -0.5
Oc1cccc(Nc2ncnc3ccc(Br)cc23)c1 | 21 | -0.1 | -5 | -0.9
CCCCn1c(SCC(=O)Nc2cc(C)[nH]n2)nc2ccsc2c1=O | 13 | 0.0 | 3 | -1.6
CC(=O)c1ccc(NC(=O)C2CCN(S(=O)(=O)c3cnc[nH]3)CC2)cc1 | -4 | 0.1 | 2 | -0.5
O=C(Nc1nnc(/C=C/c2ccccc2)s1)c1ccccc1 | -4 | -0.1 | -1 | -0.7

The listing continues.
SMILES | TEAD-YAP block | FBW7 activator | MITF primary | GPR151 ag
CC(C(=O)NC1CCCCC1)N(Cc1ccc(F)cc1)C(=O)c1snc(C(N)=O)c1N (stereo not given) | -3 | -0.1 | -8 | 0.5
CCOC(=O)c1c(N)sc(C(=O)NC2CCCCC2)c1C | 70* | 0.1 | 0 | -6.2
COc1ccccc1CNS(=O)(=O)c1ccc(F)c(C(=O)Nc2ccc(F)cc2)c1 | 2 | 0.5 | 18 | 5.4*
COc1ccc(N2CC(C(=O)NCc3ccc(Cl)cc3)CC2=O)cc1 (stereo not given) | 7 | -0.1 | 4 | 0.7
CCCCOc1ccc(C(=O)O/N=C(\N)c2ccc([N+](=O)[O-])cc2)cc1 | -7 | -0.1 | -3 | -1.0
CCOC(=O)CSc1nnc(NC(=O)c2ccc(Cl)c([N+](=O)[O-])c2)s1 | 13 | -0.1 | -6 | 0.6
CCc1nnc(C2CCN(S(=O)(=O)c3ccc(Cl)cc3)CC2)s1 | -3 | -0.1 | -6 | 0.1
Cc1c(S(=O)(=O)N2CC(C)CC(C)C2)c(=O)n(C)c(=O)n1C (stereo not given) | -7 | -0.1 | 2 | -0.1
CCC(C)NC(=O)CSc1nc2ccccc2c(=O)n1CCNC(C)=O (stereo not given) | -2 | -0.2 | 3 | -1.7
CCOc1cc(C(=O)NCC(=O)NN)cc(OCC)c1OCC | 3 | 0.2 | -10 | 0.5

Remaining list, next part:
SMILES | TEAD-YAP block | FBW7 activator | MITF primary | GPR151 ag
NC(=O)COC(=O)c1ccc2c(c1Cl)C(=O)c1ccccc1C2=O | -30 | 0.0 | -8 | -4.2
CCCSc1nnc2c(n1)OC(c1cccc(O)c1)Nc1ccccc1-2 (stereo not given) | -29 | 0.1 | 12 | -0.7
CC(C)=N/N=C1/NC(=O)C(CC(=O)Nc2ccc(C)cc2C)S1 (stereo not given) | -3 | 0.1 | 17 | -0.8
Cc1ccc2c(CNCCc3cccs3)c(C(=O)O)n(C)c2c1 | -6 | -0.2 | 7 | 0.7
Cc1ccccc1Nc1nnc(SCC(=O)N(C)C)s1 | -15 | 0.0 | 8 | -3.0
COc1cccc(-c2csc(N3CCN(C(=O)Nc4ccc(F)cc4)CC3)n2)c1 | -9 | -0.1 | 9 | 0.3
CC(=O)NC(=S)Nc1ccc(S(=O)(=O)N(C)Cc2ccccc2)cc1 | 12 | -0.2 | 11 | -0.8
Cc1ccc(C(=O)O)cc1NS(=O)(=O)c1c(C)nn(C)c1Cl | 3 | 0.0 | -7 | -0.4
O=C(N/N=C/c1cccc([N+](=O)[O-])c1)c1[nH]ncc1Br | -24 | 0.1 | 4 | -6.4
COC(=O)c1c(NC(=O)Cn2cnc([N+](=O)[O-])n2)sc2c1CCC(C)C2 (stereo not given) | 0 | -0.1 | 1 | -1.6
COc1ccccc1C(=O)Nc1ccnn1C1CCN(CC2=CC[C@H]3C[C@@H]2C3(C)C)CC1 | 7 | 0.0 | 1 | 3.6
Cc1ccc(C(=O)N/C(=C\c2ccco2)C(=O)N2CCSCC2)cc1C | -18 | -0.1 | -11 | -0.1
